High-throughput results (PubChem BioAssay)
Fam108B counter = counter-screen for RBBP9 inhibitors: inhibitors of mouse Fam108B. inhibition, % at 9.51 µM. recombinant Fam108B, FP-Rh probe fluorescence polarization. AID 1947. 0.33% of 300,000 active;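 active = inhibition above the screen mean inhibition plus 3 SD, computed separately per campaign, cut at about 18% in these data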;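 note: inhibitors lower polarization as less probe binds the enzyme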
GLD-1 TGE inh = GLD-1-TGE RNA interaction inhibition (C. elegans). purified GLD-1 + fluorescein TGE RNA, fluorescence polarization. inhibition, % at 5.96 µM. 0.44% of 320,000 active. AID 2280;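 active = percent inhibition above a per-plate cutoff, the plate mean of test compounds plus 3 SD, cut at about 30% in these data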;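 note: 0% = DMSO wells with GLD-1 and probe and 100% = wells lacking GLD-1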
Target sequence (Q17339 whole entry, looked up): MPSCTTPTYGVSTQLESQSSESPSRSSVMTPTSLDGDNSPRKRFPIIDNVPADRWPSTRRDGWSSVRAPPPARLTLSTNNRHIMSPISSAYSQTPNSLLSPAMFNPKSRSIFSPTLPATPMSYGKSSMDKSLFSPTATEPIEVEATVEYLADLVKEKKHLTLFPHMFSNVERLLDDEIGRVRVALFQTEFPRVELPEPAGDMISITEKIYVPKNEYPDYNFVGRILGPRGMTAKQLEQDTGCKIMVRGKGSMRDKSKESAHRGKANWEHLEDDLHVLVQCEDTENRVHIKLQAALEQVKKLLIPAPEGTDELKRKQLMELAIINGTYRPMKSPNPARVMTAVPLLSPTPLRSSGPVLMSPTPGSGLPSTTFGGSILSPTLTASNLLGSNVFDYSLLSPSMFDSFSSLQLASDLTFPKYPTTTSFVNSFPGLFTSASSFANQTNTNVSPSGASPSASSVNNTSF
ZTA counter = blocks Epstein-Barr virus ZTA, an EBNA-1 counter-screen; P03206; ZTA-DNA binding, fluorescence polarization; inhibition, % at 11 µM; 0.15% of 320,000 active; in the data active = inhibition above about 33%
Target sequence (P03206 whole entry, looked up): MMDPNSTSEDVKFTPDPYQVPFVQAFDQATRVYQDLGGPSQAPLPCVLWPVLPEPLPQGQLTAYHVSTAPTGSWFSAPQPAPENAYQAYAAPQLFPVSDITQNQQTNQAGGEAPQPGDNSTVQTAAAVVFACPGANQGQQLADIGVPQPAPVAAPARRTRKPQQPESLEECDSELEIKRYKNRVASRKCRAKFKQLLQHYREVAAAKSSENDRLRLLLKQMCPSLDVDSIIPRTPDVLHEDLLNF
Bcl-xL primary = blocks human Bcl-xL binding to Bim BH3 peptide; Q07817; GST-Bcl-xL / FITC-Bim BH3 peptide fluorescence polarization; inhibition, % at 10.9 µM; 0.7% of 320,000 active;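 active = inhibition above the mean of all tested compounds plus 3 SD, cutoff set per campaign, cut at about 30% in these data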;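 note: 0% = DMSO wells and 100% = unlabeled Bim-BH3 peptide competitor; inhibitors lower millipolarization by displacing the labeled peptide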
Target sequence (Q07817 whole entry, looked up): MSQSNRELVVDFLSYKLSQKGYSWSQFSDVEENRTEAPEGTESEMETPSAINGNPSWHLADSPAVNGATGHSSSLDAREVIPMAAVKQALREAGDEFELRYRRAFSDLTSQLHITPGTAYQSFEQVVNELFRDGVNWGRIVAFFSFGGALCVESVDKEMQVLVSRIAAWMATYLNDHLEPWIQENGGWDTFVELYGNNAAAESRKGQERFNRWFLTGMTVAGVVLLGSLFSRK
MEX-5 binding = C. elegans MEX-5 TCR-2 RNA binding activity | MEX-5/FITC-TCR2 RNA binding, fluorescence polarization; hits give low values | activity score (negative = inhibition of binding), % at 10 µM | 0.38% of 300,000 active | AID 1832;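 active = inhibition past about -25% in most replicates, and total fluorescence under double the plate's negative control median, limit read from the data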;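 note: 0% = DMSO and -100% = 5 µM competing unlabeled TCR2 RNA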
MCL1 BIM primary = inhibitors of human MCL1 binding to BIM-BH3 peptide. 0.68% of 320,000 active. GST-MCL1 / FITC-Bim-BH3 fluorescence polarization. inhibition, % at 10.9 µM. Q07820;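 active = inhibition above the mean inhibition of all tested compounds plus 3 SD, set per campaign, cut at about 40% in these data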;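 note: 0% = DMSO wells and 100% = unlabeled Bim-BH3 peptide control; higher means more loss of mP so more displacement of Bim peptide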
Efflux pump mplx = inhibitors of Candida antifungal efflux pumps expressed in yeast; S. cerevisiae Candida pump triplex, Nile Red efflux; inhibition, % at 10 µM; 0.44% of 330,000 active; AID 485275;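 active = plate passing quality check with inhibition over a set limit, or well fluorescence over plate mean plus 4 SD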;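 note: Nile Red retained in pooled yeast measured as flow cytometry median fluorescence; 0% = buffer negative control and 100% = Enniatin B positive control; higher means more Nile Red kept so more efflux inhibition; some compounds called inactive have numbers as strong as hits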
CR mimetic SO = caloric restriction mimetics inhibiting age-related superoxide in yeast | S. cerevisiae aged cells, superoxide DHE fluorescence; hits give low values | superoxide response (% of plate mean), % at 10 µM | 0.18% of 330,000 active | AID 2690;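 active = superoxide response under a set limit, about three screen SD below normal, cut at about 65% in these data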;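 note: yeast aged for seven days with compound at 30 °C before DHE staining; 100% = average MFI of all compound-treated wells on the plate with controls excluded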
EBNA-1 inh = blocks EBNA-1 binding to DNA; inhibition, % at 14.8 µM; AID 1950; EBNA-1 DNA binding, fluorescence polarization; 0.34% of 300,000 active; in the data active = inhibition above about 28%
The depositor's hits bear a star; . = no result given.

SMILES	Fam108B counter	GLD-1 TGE inh	ZTA counter	Bcl-xL primary	MEX-5 binding	MCL1 BIM primary	Efflux pump mplx	CR mimetic SO	EBNA-1 inh
O=C1CSC(=S)N1c1ccc(F)c(Cl)c1	-8	-2	-12	5	-0.1	1	-0.1	98	-5
CCOC(=O)CSc1nc2c(c(-c3ccc(C)o3)c1C#N)CCCC2	-2	6	10	4	-0.3	-2	0.1	101	6
Cc1ccc(C(=O)N[C@H](C(=O)OCc2cc(=O)oc3cc(C)ccc23)C(C)C)cc1	-3	1	2	-2	-0.2	-8	0.0	104	-10
CCOCC(=O)Nc1cc(C)on1	0	-2	-5	9	2.0	2	0.1	101	2
Cc1ccc(C)c(N2CCN(C(=O)CCC(=O)Nc3nnc(C(F)(F)F)s3)CC2)c1	0	4	14	10	3.8	6	0.0	109	1
Cc1cc(C)c(S(=O)(=O)c2ccccc2)c(OC(=O)c2c(F)cccc2Cl)n1	-4	2	1	6	1.2	5	-0.1	83	9
COc1ccccc1-c1nnc(SCC(=O)O)n1-c1ccccc1	-2	11	-9	-4	-1.9	-11	-0.1	84	-2
CSCC(=O)NC1CCCN(C2Cc3ccccc3C2)C1 (stereo not drawn)	1	4	-1	1	-2.6	11	-0.1	104	0
COc1ccc(NC(=O)CCc2nnc3ccc(N4CCC5(CC4)OCCO5)nn23)cc1	2	2	4	7	2.4	2	-0.1	113	-1
Cc1cc(C(=O)NNC(=S)NCC(C)C)no1	-1	1	-2	3	-3.3	6	0.1	80	6
Cc1cc(C(=O)Nc2cccc(-c3ccc(N4CCOCC4)nn3)c2)ccc1[N+](=O)[O-]	9	-6	1	2	-4.0	1	0.1	77	2
CC(=O)Nc1c(Cl)cc([N+](=O)[O-])c2ccccc12	0	9	-1	-2	0.8	-14	0.2	108	10
CN(C)c1ccnc(Nc2ccc(O)cc2)c1C#N	3	-1	-12	8	0.2	6	-0.1	95	-4
O=C(CCCOc1ccccc1)NC1CCCc2ccccc21 (stereo not drawn)	2	0	12	0	0.5	1	0.0	112	-1
Cc1ccccc1NC(=O)Cc1nc(COC(=O)c2ccc(Cl)c(S(N)(=O)=O)c2)cs1	-4	0	-14	-8	-12	-7	0.0	109	-1
CCn1c(N)c(C(=O)NCc2ccco2)sc1=S	0	6	17	2	0.5	4	-0.1	104	7
COc1ccccc1C(=O)NCCCCNC(=O)c1ccccc1OC	-2	1	8	6	1.3	4	0.0	99	8
CCC(=O)c1ccc(OCCN2CCOCC2)cc1	-1	0	-2	3	0.3	6	-0.4	73	-1
CC1CN(c2nc(N(C)c3ccccc3)nc(N)c2[N+](=O)[O-])CC(C)O1 (stereo not drawn)	0	5	-8	0	0.7	-8	-0.1	71	12
Cc1cccc(N2CCCn3c2nc2c3c(=O)n(CCN3CCOCC3)c(=O)n2C)c1	-3	3	-1	-2	0.5	0	-0.1	97	-7
Cc1cccc(CNC(=O)c2ccc(NC(=O)C3=CSCCO3)cc2)c1	-2	6	9	-1	0.9	2	0.0	103	27
CCCNS(=O)(=O)c1cccc2cccnc12	1	0	-17	1	0.7	3	0.1	95	7
CCOC(=O)C1CCN(C(=O)CN(c2cc(Cl)ccc2OC)S(=O)(=O)c2ccccc2)CC1	-1	11	-29	8	-1.3	3	0.0	100	0
CCOC(=O)c1sc(=S)n(C)c1C	1	1	-7	9	-2.7	8	0.0	114	-6
COc1ccc(NC(=O)O/N=C/c2ccncc2)cc1	-5	1	5	9	0.1	8	0.1	87	-3
O=[N+]([O-])c1cc2c(c(CSc3nnc(Nc4ccccc4)s3)c1)OCOC2	6	4	-2	-1	0.8	-1	0.0	94	18
COCc1[nH][nH]c(=O)c1C=NCC(=O)OC	-1	3	-5	3	-2.4	6	-0.1	113	10
O=C(CN1CCN(Cc2ccccc2)CC1)NC(=O)NC1CCCCC1	0	14	-17	2	0.6	0	0.0	104	6
Nc1ccc(Oc2cccc(Oc3ccc(N)cc3)c2)cc1	2	4	0	1	0.0	2	0.0	116	-10
CCC(C)N1CC(O)=C(c2nc3ccccc3[nH]2)C1=N (stereo not drawn)	-5	-2	-19	2	-2.2	2	-0.1	82	3
O=C(COC(=O)CCC1CCCC1)Nc1ccc(Cl)cc1F	3	3	8	0	-1.0	-2	0.3	100	-6
COc1ccc(/C=N/NC(=O)c2cc(-c3cccnc3)nc3ccccc23)c(OC)c1	-7	-7	11	3	-1.2	-5	0.2	107	1
O=S(=O)(Nc1ccccc1Cl)c1cccc2nsnc12	2	-1	18	4	1.4	8	-0.1	103	10
NC(=O)/C(=C/c1ccco1)NC(=O)/C=C/c1ccccc1	14	5	-7	15	-3.1	16	-0.1	105	6
Cn1cc(SCC(=O)NC2CCCC2)c2ccccc21	0	2	6	1	-0.9	1	0.2	102	-6
O=C(C1CCN(S(=O)(=O)c2cnc[nH]2)CC1)N1CCc2ccccc2C1	1	-1	4	4	-0.4	-6	0.0	105	8
COc1ccc(Cl)cc1NC(=O)CCN1C(=O)C2CC=CCC2C1=O (stereo not drawn)	0	8	-3	2	0.7	-4	-2.6	101	-7
Cc1cc(NC(=O)CCN2CCN(C)CC2)ccc1Br	1	4	-16	6	0.5	-1	-0.1	101	-6
COc1cc(NCCC(=O)c2cccs2)c(OC)cc1Cl	-3	-1	4	3	-2.4	2	-0.1	78	0
CCOc1ccc(-c2noc(-c3cccnc3)n2)cc1OC	5	0	0	9	-0.7	2	-0.2	86	6
CC(C)C(=O)Nc1nnc(SCC(=O)NC2CC2)s1	-4	3	6	5	-4.5	7	0.0	99	-30
O=C(CCc1ccccc1)Nc1cccnc1	-2	1	-6	-1	-0.3	-1	-0.1	94	6
CCc1noc(C)c1C(=O)NNC(=O)COc1cc(C)ccc1C	.	11	-15	0	.	-1	-0.1	88	.
COc1ccc(-c2cc(C(=O)N(C)Cc3ccccc3)c3ccccc3n2)cc1	-7	0	1	4	1.8	-6	0.2	94	9
CCOC(=O)/C(C#N)=C(\O)c1ccc(NC(=O)c2ccc([N+](=O)[O-])cc2)cc1	1	0	2	3	-1.8	2	0.0	119	7

Arranged by molar mass (smallest number first): 17 of the compounds above.
SMILES	Fam108B counter	GLD-1 TGE inh	ZTA counter	Bcl-xL primary	MEX-5 binding	MCL1 BIM primary	Efflux pump mplx	CR mimetic SO	EBNA-1 inh
O=C(CCc1ccccc1)Nc1cccnc1	-2	1	-6	-1	-0.3	-1	-0.1	94	6
COCc1[nH][nH]c(=O)c1C=NCC(=O)OC	-1	3	-5	3	-2.4	6	-0.1	113	10
NC(=O)/C(=C/c1ccco1)NC(=O)/C=C/c1ccccc1	14	5	-7	15	-3.1	16	-0.1	105	6
Cn1cc(SCC(=O)NC2CCCC2)c2ccccc21	0	2	6	1	-0.9	1	0.2	102	-6
Nc1ccc(Oc2cccc(Oc3ccc(N)cc3)c2)cc1	2	4	0	1	0.0	2	0.0	116	-10
CCOc1ccc(-c2noc(-c3cccnc3)n2)cc1OC	5	0	0	9	-0.7	2	-0.2	86	6
CC(C)C(=O)Nc1nnc(SCC(=O)NC2CC2)s1	-4	3	6	5	-4.5	7	0.0	99	-30
O=S(=O)(Nc1ccccc1Cl)c1cccc2nsnc12	2	-1	18	4	1.4	8	-0.1	103	10
O=C(COC(=O)CCC1CCCC1)Nc1ccc(Cl)cc1F	3	3	8	0	-1.0	-2	0.3	100	-6
CCc1noc(C)c1C(=O)NNC(=O)COc1cc(C)ccc1C	.	11	-15	0	.	-1	-0.1	88	.
O=C(CN1CCN(Cc2ccccc2)CC1)NC(=O)NC1CCCCC1	0	14	-17	2	0.6	0	0.0	104	6
COc1ccc(Cl)cc1NC(=O)CCN1C(=O)C2CC=CCC2C1=O (stereo not drawn)	0	8	-3	2	0.7	-4	-2.6	101	-7
O=C(C1CCN(S(=O)(=O)c2cnc[nH]2)CC1)N1CCc2ccccc2C1	1	-1	4	4	-0.4	-6	0.0	105	8
CCOC(=O)/C(C#N)=C(\O)c1ccc(NC(=O)c2ccc([N+](=O)[O-])cc2)cc1	1	0	2	3	-1.8	2	0.0	119	7
COc1ccc(-c2cc(C(=O)N(C)Cc3ccccc3)c3ccccc3n2)cc1	-7	0	1	4	1.8	-6	0.2	94	9
O=[N+]([O-])c1cc2c(c(CSc3nnc(Nc4ccccc4)s3)c1)OCOC2	6	4	-2	-1	0.8	-1	0.0	94	18
COc1ccc(/C=N/NC(=O)c2cc(-c3cccnc3)nc3ccccc23)c(OC)c1	-7	-7	11	3	-1.2	-5	0.2	107	1

Next section:
SMILES	Fam108B counter	GLD-1 TGE inh	ZTA counter	Bcl-xL primary	MEX-5 binding	MCL1 BIM primary	Efflux pump mplx	CR mimetic SO	EBNA-1 inh
Cc1cccc(NS(=O)(=O)c2cccc(C(=O)NCCCN3CCCC3=O)c2)c1	2	7	-14	2	0.0	1	0.1	111	-9
CC(=O)N1CCC(N(CCN2CCOCC2)C(=S)Nc2ccc(C)c(C)c2)CC1	1	3	4	7	-0.1	10	-0.2	86	0
CC1=C(C)CC(C(=O)c2ccc(C)cc2)C(C(=O)O)C1 (stereo not drawn)	1	-8	13	2	0.3	7	-0.3	92	2
CN(C)CCNC(=O)CNC(=S)N(CCCN1CCOCC1)Cc1cccs1	-8	0	-10	-10	-1.3	-3	0.1	118	-10
Cc1ccc(C(=O)c2c(NC(=O)c3ccccc3C)sc(C)c2C)cc1	-6	-5	9	2	0.9	-2	0.1	103	0
CC1=C(C(=O)Nc2ccccn2)C(c2ccc(N(C)C)cc2)n2ncnc2N1 (stereo not drawn)	3	1	3	-3	0.2	-2	0.1	109	-5
Nc1c(C(=O)CSc2nnc(Cc3ccccc3)o2)c(=O)[nH]c(=O)n1C1CC1	.	4	-7	5	.	6	0.1	81	.
CCn1cc[n+](C)c1P(c1ccccc1)c1ccccc1	1	6	-4	7	-0.1	11	-0.1	114	1
CC(C)c1ccc(C(C(=O)NC2CCCC2)N(C(=O)CNC(=O)c2ccco2)c2cccnc2)cc1 (stereo not drawn)	-1	3	7	-3	0.5	-5	0.1	108	-2
COC(=O)c1ccc(-c2nc3cc(N)ccc3o2)cc1	6	3	9	8	-1.0	2	0.0	104	-2
Cc1ccc(S(C)(=O)=O)cc1C(=O)Nc1ccc(S(=O)(=O)Nc2nccs2)cc1	.	6	-2	5	.	4	0.0	103	.
CCOc1ccc(-n2c(N)c(-c3nc4ccccc4n3C)c3nc4ccccc4nc32)cc1	1	0	10	-2	3.6	-7	-3.2	79	11
Cc1ccc(Nc2nnc(SCc3cc(=O)n4cc(C)ccc4n3)s2)cc1	1	3	-1	0	-0.8	0	-5.7	87	-1
CSc1nc2ccccc2c(=O)n1N	-1	-1	-1	3	0.1	11	0.1	94	6
Cc1cc(=O)oc2c(C)c(OCC(=O)NCCN3CCOCC3)ccc12	0	10	-2	3	1.2	3	-0.3	100	-3
Cc1onc(C(=O)N2CCC(C(N)=O)CC2)c1-c1ccccc1Cl	-7	5	8	4	0.7	2	0.0	98	6
COc1ccc(OC)c(NC(=O)c2cc(-c3c(C)cc(C)cc3O)n[nH]2)c1	4	1	8	1	2.2	1	0.9	108	16
NC1=NN=C(N2N=C(c3ccco3)CC2(O)C(F)(F)F)n2ncnc2C1 (stereo not drawn)	5	-1	-3	3	9.2	15	-0.1	107	-3

This is a random part of the collection, and some 2.3% of all compounds hit somewhere here.
